Compound activity as filed in PubChem.
IL2 activator – activators of IL-2. IL-2 activation reporter assay, cell-based qHTS; stimulated with anti-CD3/CD4/CD28 beads; in transgenic mouse T cells. activation, % (series mostly up to about 46 µM). 0.065% of 360,000 active. AID 652025; in the data active means activation above about 50%; inconclusive means mostly about 30% to 49%; further: 0% is about no effect
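EGFP and DsRed fluorescence is measured by plate cytometry in unstimulated transgenic mouse T cells exposed to compound for 60 minutes, then stimulated 18 hours at 37 degrees C with anti-CD3/anti-CD4 beads plus anti-CD28.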
EPAC1 agonist – agonists of human EPAC1; EPAC1 agonist qHTS, biochemical assay; response scale: 100% = response to 6.5 mM cAMP; Potency, µM (highest dose often 154 µM), for the others: at the highest dose activation, usual class: activators; 0.073% of 360,000 active; further: potency means the concentration at half of the fitted maximal effect; nearly all actives have a fitted effect of over 60% in size
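Normalized to 6.5 mM cAMP, activity reflects EPAC1-catalysed release of BODIPY-GDP from Rap1B, followed kinetically over 30 min at 480 nm excitation, 540 nm emission. Reaction contained 100 nM EPAC1, 250 nM Rap1B-BODIPY-GDP, 50 uM GDP.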
PI5P4Ka inh – inhibitors of human PI5P4K alpha. PI5P4Kalpha enzyme, ADP-Glo luminescence, 60 min; hits give low values. AID 652105. max response, %. 1.2% of 330,000 active; active means max response of -50% or lower; inconclusive means between -30% and -50%; inactive means -30% or higher; further: value at the top dose of about 77 µM; on the % scale 0 is the no-effect control and ±100 the full control effect
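Single end-point luminescence (ADP-Glo) quantified ADP from PI5P4Kalpha turnover; ATP 5 microM final, 1 h at RT, 0.1% CHAPS and 0.28 mM EGTA in HEPES pH 7.4.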
WRN inhibitor – WRN helicase (human) inhibition. Q14191. WRN helicase unwinding, fluorescent forked duplex, kinetic. Potency, µM (series often up to 114 µM), without a hit: at the highest dose activity change, negative = inhibition, actives largely listed as inhibitors. 0.46% of 360,000 active; further: potency means the concentration at half of the fitted maximal effect; on the % scale 0 is the no-effect control and ±100 the full control effect; nearly all actives have a fitted effect of over 55% in size
Target sequence (Q14191 whole entry, looked up): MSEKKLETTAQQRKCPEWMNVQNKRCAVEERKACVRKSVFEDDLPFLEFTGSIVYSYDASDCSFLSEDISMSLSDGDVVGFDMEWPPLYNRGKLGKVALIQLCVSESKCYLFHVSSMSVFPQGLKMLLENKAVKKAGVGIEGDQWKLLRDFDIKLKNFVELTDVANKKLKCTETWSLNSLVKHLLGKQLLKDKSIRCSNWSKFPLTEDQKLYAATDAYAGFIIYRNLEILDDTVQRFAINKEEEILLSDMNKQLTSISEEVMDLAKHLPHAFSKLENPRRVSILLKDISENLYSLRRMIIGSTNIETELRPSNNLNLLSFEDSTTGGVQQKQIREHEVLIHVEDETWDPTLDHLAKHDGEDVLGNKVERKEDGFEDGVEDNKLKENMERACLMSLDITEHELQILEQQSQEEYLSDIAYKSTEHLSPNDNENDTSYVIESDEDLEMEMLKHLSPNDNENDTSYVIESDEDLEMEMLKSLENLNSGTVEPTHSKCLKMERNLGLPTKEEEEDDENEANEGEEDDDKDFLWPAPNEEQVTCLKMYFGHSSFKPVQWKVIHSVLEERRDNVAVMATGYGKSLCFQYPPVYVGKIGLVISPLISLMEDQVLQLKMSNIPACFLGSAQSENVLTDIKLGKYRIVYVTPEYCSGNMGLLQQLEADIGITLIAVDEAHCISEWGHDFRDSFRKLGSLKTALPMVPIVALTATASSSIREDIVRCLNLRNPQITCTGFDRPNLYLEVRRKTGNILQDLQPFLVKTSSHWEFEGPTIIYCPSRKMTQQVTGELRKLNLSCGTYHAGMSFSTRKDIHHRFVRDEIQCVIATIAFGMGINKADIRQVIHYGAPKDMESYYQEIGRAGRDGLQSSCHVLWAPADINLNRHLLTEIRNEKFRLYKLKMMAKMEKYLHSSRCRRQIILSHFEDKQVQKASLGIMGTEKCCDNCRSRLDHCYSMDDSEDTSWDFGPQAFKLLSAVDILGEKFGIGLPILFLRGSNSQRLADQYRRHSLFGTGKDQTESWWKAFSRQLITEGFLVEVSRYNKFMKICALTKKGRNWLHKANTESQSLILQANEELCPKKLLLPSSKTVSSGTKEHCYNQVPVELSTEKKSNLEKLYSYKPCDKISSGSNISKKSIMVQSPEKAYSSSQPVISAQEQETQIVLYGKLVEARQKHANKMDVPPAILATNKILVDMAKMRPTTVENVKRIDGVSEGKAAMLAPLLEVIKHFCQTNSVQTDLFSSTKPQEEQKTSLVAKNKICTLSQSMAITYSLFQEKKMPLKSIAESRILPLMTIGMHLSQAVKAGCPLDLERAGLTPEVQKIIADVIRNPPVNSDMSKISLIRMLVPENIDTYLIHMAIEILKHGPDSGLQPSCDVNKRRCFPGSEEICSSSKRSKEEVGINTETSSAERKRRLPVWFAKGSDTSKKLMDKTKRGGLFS
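Fluorescence dequenching readout, ex 525 nm/em 598 nm, kinetic mode: forked duplex DNA (100 nM final) with adjacent fluorophore and quencher unwound by WRN (20 nM final) with 2 mM ATP. Compound preincubation 15 min, room temperature.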
PLK1 PBD block – blocks phosphopeptide binding to human PLK1 polo-box domain; P53350; Plk1 PBD binding of FITC phosphopeptide, fluorescence polarization; Potency, µM, for inactives: max response, negative = inhibition, actives largely listed as inhibitors; 2.8% of 360,000 active; AID 720504; further: potency means the concentration at half of the fitted maximal effect; series mostly up to about 57 µM; on the % scale 0 is the no-effect control and ±100 the full control effect; nearly all actives have a fitted effect of over 65% in size
EPAC1 antagonist – antagonists of human EPAC1 | O95398 | EPAC1 GEF assay, Rap1b-BODIPY-GDP exchange fluorescence | Potency, µM (doses to about 115 µM), without a hit: top-dose activity change, negative = inhibition, hits mostly inhibitors | 0.14% of 360,000 active;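 further: potency means the concentration at half of the fitted maximal effect; plate controls were vehicle for no effect and positive control for full effect; nearly all actives have a fitted effect of over 50% in size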
Abeta yeast res – restores growth of yeast expressing A-beta42 peptide | yeast expressing A-beta42, growth rescue, OD600, 48 h; response scale: 0% DMSO, 100% iron-clioquinol control | Potency, µM (highest dose often 46.1 µM), for the others: top-dose growth rescue, hits mostly activators | 0.063% of 410,000 active | AID 1347071; further: potency means the concentration at half of the fitted maximal effect; nearly all actives have a fitted effect of over 55% in size
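Yeast A-beta toxicity model in growth medium with pinned compounds, 48 h at 30 C; growth read as absorbance at 600 nm. Normalized to FeCl3/clioquinol equimolar mix (positive) and DMSO (negative).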
FUS suppressor – rescues growth of FUS-expressing yeast | AID 1347120 | 0.24% of 390,000 active | Potency, µM (titrated, usually from 76.6 µM), inactives show at the highest dose growth rescue (activation), usual class: activators | S. cerevisiae FUS-expressing, growth rescue, OD600, 24 h;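 further: potency means the concentration at half of the fitted maximal effect; plate controls were DMSO vehicle for no effect and reference control for full effect; nearly all actives have a fitted effect of over 55% in size; some results filed as inactive show a strong effect at the top dose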
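Steps: raffinose overnight preculture; dilution to OD 0.005 in 2% galactose minimal medium; compound addition (concentration series); 24hr at 30C, 99% humidity; absorbance read at 600 nm.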
* = called active by the depositor; ? = inconclusive; nt = not tested or not shown; [ ] = another dose, or the depositor's remark. Unless noted, the call rests on the fitted dose curve; in most records, active means well fitted curve in the direction sought with a large enough effect; inconclusive means small, poorly fitted or top-dose-only effect, or another doubt; inactive means no such curve, though single readings can be large; an effect the other way counts as inactive or inconclusive.

SMILES | IL2 activator | EPAC1 agonist | PI5P4Ka inh | WRN inhibitor | PLK1 PBD block | EPAC1 antagonist | Abeta yeast res | FUS suppressor
CCn1cc(C2C(C(=O)Nc3cc(C)ccn3)=C(C)NC3=C2C(=O)CC(C)(C)C3)c(C)n1 (stereo unspecified) | -1.3 | 6% | -3 | 1% | 7% | 0% | 8% | nt
N#Cc1c(NC(=O)CSc2ncnc3c2cnn3-c2ccccc2Cl)sc2c1CCCC2 | -0.3 | 0% | 7 | -18% | -7% | -5% | -4% | 23%
COc1ccc(Nc2nnc(SCc3cn4c(C)cccc4n3)s2)cc1 | -1.2 | -4% | -12 | -17% | 2% | ? | 8% | nt
Brc1ccc(-c2c(-c3ccsc3)sc3ccccc23)cn1 | 1.5 | -8% | -1 | -6% | -1% | -10% | 10% | -9%
COC(=O)COc1ccc(S(=O)(=O)Nc2ccccc2C(=O)OC)cc1 | -2.0 | 1% | nt | 219%[activator] | 0% | -2% | 26% | -3%
CSc1ccc(C(=O)C2CCCN(C(=O)Cc3nonc3C)C2)cc1 (stereo unspecified) | -3.8 | -4% | 5 | -6% | -12% | 5% | -12% | 10%
c1ccc(Cn2nnnc2C(c2ccccc2)N2CCN(c3nc4ccccc4s3)CC2)cc1 (stereo unspecified) | 0.9 | -2% | 1 | -1% | -1% | -1% | 20% | -27%
N/C(CC(=O)Nc1ccc(F)cc1)=N\O | 1.1 | -1% | 3 | -15% | -5% | -2% | 5% | nt
O=C(COC(=O)c1cc(=O)[nH]c2ccccc12)NC1CCCC1 | -0.6 | 15% | 0 | -3% | -9% | -12% | -5% | 34%
CCC1(C(N)=O)CC2C=CC1C2 (stereo unspecified) | 0.6 | 17% | 1 | -4% | -2% | 0% | 10% | -19%
COC(=O)/C=C1\S/C(=N/NC(=O)c2ccccc2)NC1=O | -0.9 | -4% | -17 | 9% | -3% | 9% | 6% | 20%
COCCNC(=O)C(c1ccc(C)o1)N(C(=O)Cn1nnc2ccccc21)c1ccccc1 (stereo unspecified) | 0.2 | 4% | 1 | -4% | 1% | -6% | -7% | -11%
c1ccc(-c2ccnc3nc(N4CCN(c5ccccc5)CC4)nn23)cc1 | -3.4 | 14% | -15 | -9% | -13% | -17% | -14% | 53%
CCCN(C)C[C@@H]1OCCCC[C@@H](C)Oc2ccc(NS(=O)(=O)c3ccc(OC)cc3)cc2C(=O)N([C@H](C)CO)C[C@@H]1C | -0.1 | -3% | 17 | -9% | -19% | -15% | -8% | 41%
Cc1nc(N2CCN(c3ccccc3)CC2)[nH]c(=O)c1C | -0.2 | 8% | 3 | 7% | 0% | -21% | -19% | 19%
COc1ccc(NC(=O)c2sccc2SCC#N)cc1 | 2.4 | 5% | nt | -8% | -20% | -9% | -12% | 4%
O=C(Cc1ccccc1)N(c1ccc(F)cc1)C1C=CS(=O)(=O)C1 (stereo unspecified) | -0.5 | -6% | nt | -22% | -7% | 8% | 4% | -11%
O=c1cc(-c2cccc3ccccc23)[nH][nH]1 | -0.4 | 0% | 9 | 0% | -3% | -8% | 23% | 19%
CCOc1ccc(S(=O)(=O)NCc2ccc(OC)cc2)c2cccnc12 | -0.1 | 4% | -23 | -25% | -13% | -3% | -6% | nt
Cc1cccc(NC(=O)/C(=C/c2cccc([N+](=O)[O-])c2)NC(=O)c2cccs2)c1 | 0.5 | -11% | -4 | -26%[57.1 µM] | -7% | 13% | -4% | 35%
Cc1nonc1OCCNCCNc1ccccc1[N+](=O)[O-] | 0.9 | 0% | -8 | 2% | -9% | 0% | -16% | -10%
COc1ccc(C(CNC(=O)c2ccco2)N2CCOCC2)cc1 (stereo unspecified) | 1.1 | 8% | 1 | 1% | -4% | 2% | 11% | -9%
CC(=O)c1sc2nc(-c3cccs3)ccc2c1N | -0.1 | 8% | ? | -7% | -22% | 11% | 10% | 10%
O=[N+]([O-])c1cc(-c2cnc3ccccc3n2)ccc1Oc1ccc(Cl)cc1 | -0.9 | -2% | -8 | 3% | -11% | -25% | -2% | 8%
Cc1ccc(CNC(=O)c2ccc(C)c(S(=O)(=O)N3CCCCC3)c2)cc1 | 0.3 | 6% | 0 | 1% | -4% | -4% | 1% | -11%
CCCSC1=C(C#N)C(c2cccs2)C(C(=O)Nc2ccccc2)=C(C)N1 (stereo unspecified) | -0.4 | 10% | 8 | -11% | -12% | 1% | 6% | 21%
N#C/C(=C/C1=C(N2CCOCC2)C(=C/c2ccc(Cl)cc2)/CC1)C(=O)Nc1ccccc1F | -5.8 | 0% | -13 | -25% | -1% | -6% | 0% | nt
COc1ccc(OC)c(NC(=O)CSc2nnc(C3CCCCC3)o2)c1 | -2.6 | 3% | -3 | 1% | 24µM* | -20% | 0% | -2%
C[C@@H]1CN([C@H](C)CO)S(=O)(=O)c2ccc(Br)cc2O[C@@H]1CN(C)C(=O)NC1CCCC1 | 0.7 | -32%[inhibitor] | -8 | 1% | -3% | -27% | -3% | -5%
O=C(CSc1nnc(Cc2ccccc2)o1)Nc1ccc(N2CCOCC2)cc1 | 0.2 | -5% | 0 | 8% | 0% | 2% | -7% | -19%

By substructure: the entries above with an NH in an aromatic ring.
SMILES | IL2 activator | EPAC1 agonist | PI5P4Ka inh | WRN inhibitor | PLK1 PBD block | EPAC1 antagonist | Abeta yeast res | FUS suppressor
O=C(COC(=O)c1cc(=O)[nH]c2ccccc12)NC1CCCC1 | -0.6 | 15% | 0 | -3% | -9% | -12% | -5% | 34%
Cc1nc(N2CCN(c3ccccc3)CC2)[nH]c(=O)c1C | -0.2 | 8% | 3 | 7% | 0% | -21% | -19% | 19%
O=c1cc(-c2cccc3ccccc23)[nH][nH]1 | -0.4 | 0% | 9 | 0% | -3% | -8% | 23% | 19%

Going on with the list:
SMILES | IL2 activator | EPAC1 agonist | PI5P4Ka inh | WRN inhibitor | PLK1 PBD block | EPAC1 antagonist | Abeta yeast res | FUS suppressor
Cc1ccc(NC(=S)Nc2ccc3cn[nH]c3c2)cc1C | -0.4 | 0% | -6 | -1% | -6% | 3% | 10% | -2%
COc1cc(C2NC(=O)NC(C)=C2C(=O)OC2CCCCC2)cc(Br)c1O (stereo unspecified) | -1.7 | 9% | nt | -7% | 2% | 14% | 29% | 41%
CC(c1ccccc1)N1CC(C(=O)Nc2ccc(F)cc2)CC1=O (stereo unspecified) | 2.3 | -3% | -5 | 6% | -8% | -3% | -15% | -21%
COCCOC(=O)c1[nH]c2c(c1C)C(=O)CC(c1ccccc1)C2 (stereo unspecified) | -0.3 | 5% | -1 | -2% | -3% | 9% | 5% | 0%
CCOc1ccc(C(=O)Nc2nnc(SCC(=O)NCC3CCCO3)s2)cc1OCC (stereo unspecified) | -2.2 | 4% | -6 | ? | 1% | -4% | -6% | nt
CC(C)(CNC(=O)Cc1ccc(Cl)cc1Cl)N1CCCCC1 | -0.1 | 7% | 1 | 6% | -8% | 8% | 1% | 18%
O=C(COC(=O)c1ccccc1NCCO)Nc1cc(C(F)(F)F)ccc1N1CCOCC1 | -1.8 | -5% | -4 | -4% | -3% | -13% | 8% | 24%
N#Cc1cc2c(nc1SCC(=O)O)CCCCC2 | 0.1 | -5% | 1 | 4% | 2% | 11% | 0% | -19%
O=C(NC12CC3CC(CC(C3)C1)C2)c1cc([N+](=O)[O-])ccc1Cl | 1.4 | -7% | 1 | -1% | 1% | 16% | -8% | -25%
CC(C)CNC(=S)N1CCC(NC(=O)c2ccco2)CC1 | -4.4 | -6% | -3 | 2% | 1% | -1% | 3% | 15%
O=C(NCc1ccccc1)c1cc(-n2cnnc2)ccc1Cl | 0.7 | -14% | -1 | -8% | -4% | -13% | 8% | -9%
CCOc1ccc(C(=O)NCC(=O)NNC(=O)c2ccco2)cc1OCC | -2.3 | 0% | 7 | -28% | -4% | 11% | 0% | nt
O=C(Nc1ccc2c(c1)OCO2)C1CC1(Cl)Cl (stereo unspecified) | -0.3 | 17% | -1 | 1% | 0% | 6% | 14% | 2%
O=C(CC1CCCC1)NNC(=O)c1ccc(F)cc1 | 1.9 | 9% | 2 | 4% | 3% | -14% | -7% | 9%
COc1cc(/C=N\NC(=O)c2cccc(Cl)c2)ccc1Oc1ccc([N+](=O)[O-])cn1 | -2.6 | 7% | -1 | -2% | -8% | -11% | -6% | 26%
CC(=O)NC1=NN(C(C)=O)C(C)(CC(=O)OC(C)(C)C)S1 (stereo unspecified) | 0.3 | 2% | -7 | 0% | -8% | 6% | -3% | -6%
O=C(CN1C(=O)COc2ccccc2C1=O)c1ccc2c(c1)OCCO2 | -0.3 | -3% | 0 | -1% | 5% | -9% | -1% | -20%
COc1cccc(Nc2nc(C(N)Cc3ccc(Cl)cc3)cs2)n1 (stereo unspecified) | -0.7 | 0% | 6 | -7% | -9% | -2% | 10% | 7%
O=C(COc1ccccc1C(=O)N/N=C\c1ccc(O)c(O)c1)N/N=C/c1ccc(O)c(O)c1 | -2.1 | -9% | -73* | 0.27µM* | -13% | 10µM* | -6% | nt
COCCn1c(SCC(=O)Nc2ccc3c(c2)OCCO3)nnc1C(C)C | 0.4 | 0% | 4 | -3% | -24% | 17% | -12% | 32%
COc1ccc(NC(=O)c2c(C)cc(=O)oc2C)c(OC)c1 | -0.7 | 0% | -4 | 3% | -6% | 8% | -13% | -29%
O=C(N/C=C/n1cnc2cc(C(F)(F)F)ccc21)c1ccc(F)cc1 | 0.2 | -22% | 3 | 4% | 0% | 5% | 12% | -22%
CC(=O)Nc1ccc(S(=O)(=O)N2CCN(C(=O)c3cccnc3)CC2)cc1 | -3.1 | -6% | 4 | 12% | 3% | 10% | 7% | 16%
COc1cc(C(=O)N/N=C/c2ccc3c(c2)c2ccccc2n3C)ccc1O | -0.1 | -20% | -18 | -7%[11.6 µM] | -4% | -6% | -21% | 28%
O=C(Nc1ccc(S(=O)(=O)Nc2nccs2)cc1)c1cc(=O)[nH]c2ccccc12 | 0.0 | -3% | -13 | -22%[11.6 µM] | -6% | -5% | 6% | -19%
COCC1CCN(Cc2cn[nH]c2-c2ccc(OC)cc2F)C1 (stereo unspecified) | -0.2 | -5% | 1 | -9% | -7% | -21% | 1% | 19%
CN(C)CCC#CC1(O)c2ccccc2-c2ccccc21 | 1.0 | 0% | -6 | 3% | -7% | -6% | -1% | -20%
COc1ccc(C2CC(c3cccs3)=NN2C(=O)COC(=O)C2CCCCC2)cc1OC (stereo unspecified) | -3.0 | 1% | -5 | -7% | 2% | -17% | 9% | 33%
Cc1csc(Nc2ccc(C(=O)O)cc2)n1 | 0.1 | -6% | -3 | -1% | 4% | 1% | -8% | -1%
